MmCpn inh: blocks the Methanococcus maripaludis chaperonin Mm-Cpn; purified Mm-Cpn ATPase, ADP Transcreener TR-FRET; Potency, µM (highest dose often 76.9 µM), for inactives: top-dose activity, negative = inhibition, hits mostly inhibitors; 0.031% of 330,000 active; AID 504842; also: potency is read from the fitted curve at half-maximal effect; % is scaled to controls: 0 for no effect and ±100 for the full control effect; nearly all actives have a fitted effect of over 80% in size
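Purified archaeal chaperonin (25 nM final) was preincubated with compound for 10 min at 37°C, then ATP (10 uM final) was added for 30 min at 37°C in Tris pH 7.4/KCl/MgCl2/DTT buffer. ADP was quantified by HTRF Transcreener TR-FRET.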
GLP1R inv ag: GLP-1 receptor (human) inverse agonism; P43220; HEK293 GLP-1R CRE-luciferase, luminescence, 24 h; GLP-1R form is constitutively active; Potency, µM (titrated, usually from 38.3 µM), inactives show at the top dose activity change, negative = inhibition, hits mostly inhibitors; 1.6% of 410,000 active; also: potency is read from the fitted curve at half-maximal effect; % is scaled to controls: 0 for no effect and ±100 for the full control effect; nearly all actives have a fitted effect of over 55% in size
Target sequence (P43220 whole entry, looked up): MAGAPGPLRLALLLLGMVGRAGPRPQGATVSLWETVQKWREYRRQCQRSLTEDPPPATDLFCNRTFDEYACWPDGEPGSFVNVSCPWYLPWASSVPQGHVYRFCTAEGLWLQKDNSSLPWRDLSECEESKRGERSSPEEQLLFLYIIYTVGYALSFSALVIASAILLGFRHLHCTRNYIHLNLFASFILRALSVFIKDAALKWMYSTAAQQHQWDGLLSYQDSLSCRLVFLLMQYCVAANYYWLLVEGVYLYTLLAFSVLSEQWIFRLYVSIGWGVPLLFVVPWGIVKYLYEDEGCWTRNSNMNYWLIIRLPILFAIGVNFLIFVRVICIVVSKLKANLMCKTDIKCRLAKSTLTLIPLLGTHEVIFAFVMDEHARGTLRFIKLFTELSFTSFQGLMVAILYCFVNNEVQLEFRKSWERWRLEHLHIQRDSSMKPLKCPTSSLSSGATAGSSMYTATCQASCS
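Constitutively active GLP-1R drives a cAMP-responsive luciferase in stably transfected HEK293 cells; test compounds are added after overnight (12 h) attachment and left 24 hr, and signal loss in luminescence marks inhibition.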
aSyn yeast inh: alpha-synuclein toxicity inhibition in yeast; Yeast expressing alpha-synuclein, growth rescue, BacTiter-Glo, 24 h; Potency, µM (titrated, usually from 46.1 µM), for the others: at the top dose growth rescue (activation), hits mostly activators; 0.14% of 370,000 active; AID 652106; also: potency is read from the fitted curve at half-maximal effect; % of control where 0% means no effect; nearly all actives have a fitted effect of over 65% in size
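Rescue of yeast growth: cells expressing toxic alpha-synuclein, induced in galactose at OD600 0.02, incubated with compound 24 h at 30 C. ATP luminescence quantified growth; inhibitors of toxicity appear as activators.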
pAkt inh: blocks phosphorylation of Akt | Neuro2A IGF-stimulated pAkt S473 HTRF, 20 min; hits give low values | activity change, % for hits at 50 µM | 0.32% of 360,000 active; in the data active = activity change below about -80%; inconclusive = mostly about -51% to -80%; also: % is scaled to controls: 0 for no effect and ±100 for the full control effect
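Neuro2A cells (4,500/well, DMEM with 0.5% FBS) were treated with compound at a single 50 µM final concentration, stimulated with 6 nM IGF for 20 min at 37 °C, and lysed. Phospho-Akt Ser473 was read by HTRF as 665/615 ratio ×10^4.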
Abeta rescue: A-beta toxicity reversal in yeast; yeast expressing A-beta42, growth rescue, OD600, 48 h; response scale: 0% DMSO, 100% iron-clioquinol control; Potency, µM (highest dose often 46.1 µM), inactives show top-dose growth rescue, most hits filed as activators; 0.063% of 410,000 active; also: potency is read from the fitted curve at half-maximal effect; nearly all actives have a fitted effect of over 55% in size
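Yeast A-beta toxicity model in growth medium with pinned compounds, 48 h at 30 C; growth read as absorbance at 600 nm. Normalized to FeCl3/clioquinol equimolar mix (positive) and DMSO (negative).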
TDP43 rescue: inhibitors of TDP-43 toxicity in yeast; TDP-43 expressing yeast growth rescue, BacTiter-Glo, 24 h; Potency, µM (doses to about 46.1 µM), for the others: top-dose growth rescue (activation), usual class: activators; 1.8% of 410,000 active; AID 652104; also: potency is read from the fitted curve at half-maximal effect; % of control where 0% means no effect; nearly all actives have a fitted effect of over 50% in size
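Growth rescue of TDP-43-toxic yeast measured as ATP luminescence (BacTiter-Glo). Cells grown to mid-log in raffinose, induced in galactose at OD600=0.02, exposed to compound 24 hr at 30 deg C.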
FUS yeast rescue: suppressors of FUS proteinopathy in yeast; S. cerevisiae FUS-expressing, growth rescue, OD600, 24 h; Potency, µM (highest dose often 76.6 µM), without a hit: at the top dose growth rescue (activation), hits mostly activators; 0.24% of 390,000 active; AID 1347120;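 also: potency is read from the fitted curve at half-maximal effect; plate controls were DMSO vehicle for no effect and reference control for full effect; nearly all actives have a fitted effect of over 55% in size; some results filed as inactive show a strong effect at the top dose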
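Quantitative HTS measuring growth restoration of FUS-toxic yeast. Galactose-induced cells (OD 0.005) were exposed 24hr at 30C to compounds at several concentrations, then absorbance at 600 nm was recorded.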
PTHR1 ag: agonists of human PTHR1 parathyroid hormone receptor. Q03431. HEK293 GP2 PTHR1 cells, GloSensor cAMP luminescence, 1 h. Potency, µM (top dose mostly 115 µM), for inactives: at the top dose activation, actives largely listed as activators. 0.075% of 410,000 active; also: potency is read from the fitted curve at half-maximal effect; nearly all actives have a fitted effect of over 55% in size; some results filed as inactive show a strong effect at the top dose; inactives centre near -15; many of its hits are not listed in these tables
Target sequence (Q03431 whole entry, looked up): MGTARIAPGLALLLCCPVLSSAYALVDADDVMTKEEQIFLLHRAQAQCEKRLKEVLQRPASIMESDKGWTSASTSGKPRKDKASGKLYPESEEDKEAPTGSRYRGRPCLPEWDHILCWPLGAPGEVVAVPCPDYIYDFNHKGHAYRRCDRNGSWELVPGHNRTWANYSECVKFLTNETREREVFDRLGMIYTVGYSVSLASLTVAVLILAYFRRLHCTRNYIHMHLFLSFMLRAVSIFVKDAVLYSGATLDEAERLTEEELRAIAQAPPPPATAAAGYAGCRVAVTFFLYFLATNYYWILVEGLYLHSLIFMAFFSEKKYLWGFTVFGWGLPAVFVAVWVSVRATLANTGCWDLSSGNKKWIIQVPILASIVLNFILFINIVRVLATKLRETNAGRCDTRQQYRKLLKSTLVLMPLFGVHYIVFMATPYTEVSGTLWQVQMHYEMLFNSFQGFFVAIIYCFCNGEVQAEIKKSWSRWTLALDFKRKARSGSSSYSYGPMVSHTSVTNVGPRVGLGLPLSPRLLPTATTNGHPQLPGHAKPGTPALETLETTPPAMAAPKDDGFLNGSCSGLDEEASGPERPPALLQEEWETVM
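HEK-293-derived GP2 cells expressing PTHR1 and a GloSensor cAMP reporter, 3,000/well, plated overnight, given luciferin plus IBMX (each 0.5 mM as added) for 1 h at 37 °C, then compound for 1 h at 37 °C. Luminescence was read after 15 min at room temperature.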
GLP1R cytotox: cytotoxicity in counter-screen for GLP-1R inverse agonists | HEK293 cAMP-luciferase reporter cells, luminescence, 24 h | Potency, µM (top dose mostly 38.3 µM), inactives show top-dose activity change, negative = inhibition, hits mostly inhibitors | 0.13% of 410,000 active;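 also: loss of luciferase light is scored as toxicity; potency is read from the fitted curve at half-maximal effect; % is scaled to controls: 0 for no effect and ±100 for the full control effect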
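Seeding density was 200 cells/uL; after overnight-length (12 h) culture, 23 nL compounds went on for 24 h at 37 °C. Readout used a luciferase detection reagent, luminescence taken after 12 min at room temperature.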
* = called active by the depositor; & = joins results of further samples; [ ] = remark or other dose. Unless noted, calls follow the shape of the dose curve; as a rule, active = well fitted curve in the direction sought with a large enough effect; inconclusive = small, poorly fitted or top-dose-only effect, or another doubt; inactive = no such curve, though single readings can be large; an effect the other way counts as inactive or inconclusive. Only part of the results is shown; rates above refer to the full screens.

What do the screens show for `CCC1=NN(C(=O)Cc2ccc([N+](=O)[O-])cc2)C(O)(c2ccncc2)C1` (stereo not given)?
MmCpn inh: -1%; GLP1R inv ag: 18%; aSyn yeast inh: 1%; pAkt inh: inactive; Abeta rescue: -8%; TDP43 rescue: -7%; FUS yeast rescue: 7%; PTHR1 ag: inactive; GLP1R cytotox: 2%

Results for CCC1Nc2ncnc(N3CCN(c4ccccc4)CC3)c2N(Cc2ccccc2)C1=O (stereo not given) ?
MmCpn inh: -1%; GLP1R inv ag: inconclusive; aSyn yeast inh: 10%&-6%; pAkt inh: inactive; Abeta rescue: -3%&-1%; TDP43 rescue: -6%&-2%; FUS yeast rescue: 10%&34%; PTHR1 ag: 23%; GLP1R cytotox: -29%&-15%

Results for CC(C)CC(NC(=O)C(NC(=O)C1OC2OC(C)(C)OC2C2OC(C)(C)OC12)C(C)C)C(=O)O (stereo not given) ?
MmCpn inh: 0%; GLP1R inv ag: 12%; aSyn yeast inh: -3%; pAkt inh: inactive; Abeta rescue: -3%; TDP43 rescue: 27%; FUS yeast rescue: 22%; PTHR1 ag: inactive; GLP1R cytotox: 9%

Results for C/C=C\C=C/C(=O)Nc1cccc(C2=NOC3(C2)C[C@@H](C(N)=O)N(C(=O)c2ccc(Cl)cc2)C3)c1 (stereo not given in full) ?
MmCpn inh: -1%; GLP1R inv ag: 6%; aSyn yeast inh: 2%; pAkt inh: inactive; Abeta rescue: -2%; TDP43 rescue: 9%; FUS yeast rescue: inconclusive; PTHR1 ag: -24%; GLP1R cytotox: 4%

What do the screens show for `CC(C)C(=O)NC(=S)Nc1ccccc1C(F)(F)F`?
MmCpn inh: 1%; GLP1R inv ag: -14%; aSyn yeast inh: -1%; pAkt inh: inactive; Abeta rescue: 8%; TDP43 rescue: 29%; FUS yeast rescue: 5%; PTHR1 ag: inactive; GLP1R cytotox: 0%

How did CC(=O)Nc1ccc(S(=O)(=O)Nc2cc(S(=O)(=O)N3CCCCC3)ccc2O)cc1 do in these assays?
MmCpn inh: 1%; GLP1R inv ag: 21%; aSyn yeast inh: 2%; pAkt inh: inactive; Abeta rescue: 0%; TDP43 rescue: -27%; FUS yeast rescue: 23%; PTHR1 ag: inactive; GLP1R cytotox: -3%

Results for COc1ccccc1Cn1c(=S)[nH]c2cc(C(=O)N3CC(C)CC(C)C3)ccc2c1=O (stereo not given) ?
GLP1R inv ag: inconclusive; aSyn yeast inh: 3%; pAkt inh: inactive; Abeta rescue: -2%; TDP43 rescue: 19%; FUS yeast rescue: -12%; PTHR1 ag: -65%[inhibitor]; GLP1R cytotox: -5%

How did O=C(NC(=S)N1CCCc2ccccc21)c1ccc(Br)cc1 do in these assays?
MmCpn inh: -1%; GLP1R inv ag: -5%; aSyn yeast inh: -19%; pAkt inh: inactive; Abeta rescue: -13%; TDP43 rescue: -10%; FUS yeast rescue: 33%; PTHR1 ag: inactive; GLP1R cytotox: 96%[activator]

How did COc1ccc(S(=O)(=O)N2CCN(C(=O)c3ccc(=O)[nH]n3)CC2)cc1OC do in these assays?
MmCpn inh: -4%; GLP1R inv ag: 7%; aSyn yeast inh: 2%; pAkt inh: inactive; Abeta rescue: 13%; TDP43 rescue: -5%; FUS yeast rescue: -8%; PTHR1 ag: inactive; GLP1R cytotox: 0%

How did Cc1cccnc1NC(=O)C1COc2ccccc2O1 (stereo not given) do in these assays?
MmCpn inh: 1%; GLP1R inv ag: 20%; aSyn yeast inh: -10%; pAkt inh: inactive; Abeta rescue: 1%; TDP43 rescue: 25%; FUS yeast rescue: -50%; PTHR1 ag: inactive; GLP1R cytotox: 8%

What do the screens show for `CC(C)CN(C(=O)CSc1nnc(-c2ccco2)o1)c1c(N)n(Cc2ccccc2)c(=O)[nH]c1=O`?
MmCpn inh: 2%; GLP1R inv ag: -12%; aSyn yeast inh: -10%; pAkt inh: inactive; Abeta rescue: -16%; TDP43 rescue: 13%[9.22 µM]; FUS yeast rescue: inconclusive; PTHR1 ag: -18%; GLP1R cytotox: -18%

How did CCOc1ccc(C(=O)N[C@H](C(=O)Nc2ccc(S(=O)(=O)Nc3nccs3)cc2)C(C)C)cc1 do in these assays?
MmCpn inh: -2%; GLP1R inv ag: 8%; aSyn yeast inh: 4%; pAkt inh: inactive; Abeta rescue: -8%; TDP43 rescue: 0%; FUS yeast rescue: inconclusive; PTHR1 ag: -27%; GLP1R cytotox: -6%

Quoted from above (two entries):
How did COc1ccc(S(=O)(=O)N2CCN(C(=O)c3ccc(=O)[nH]n3)CC2)cc1OC do in these assays?
MmCpn inh: -4%; GLP1R inv ag: 7%; aSyn yeast inh: 2%; pAkt inh: inactive; Abeta rescue: 13%; TDP43 rescue: -5%; FUS yeast rescue: -8%; PTHR1 ag: inactive; GLP1R cytotox: 0%

How did Cc1cccnc1NC(=O)C1COc2ccccc2O1 (stereo not given) do in these assays?
MmCpn inh: 1%; GLP1R inv ag: 20%; aSyn yeast inh: -10%; pAkt inh: inactive; Abeta rescue: 1%; TDP43 rescue: 25%; FUS yeast rescue: -50%; PTHR1 ag: inactive; GLP1R cytotox: 8%

Other entries follow.
Results for CC1=CC(=C(C#N)C#N)C=C(C)N1CCC(C)C ?
MmCpn inh: 1%; GLP1R inv ag: -8%; aSyn yeast inh: 16%; pAkt inh: inactive; Abeta rescue: 0%; TDP43 rescue: 9%; FUS yeast rescue: -19%; PTHR1 ag: inconclusive; GLP1R cytotox: 3%

Results for Cc1cc2c(cc1S(=O)(=O)NCc1ccc(N(C)C)cc1)OCC(=O)N2 ?
MmCpn inh: -3%; GLP1R inv ag: 2%&7%; aSyn yeast inh: 1%; pAkt inh: inactive; Abeta rescue: 3%&-6%; TDP43 rescue: 24%; FUS yeast rescue: -15%&-13%; PTHR1 ag: -24%; GLP1R cytotox: -11%&7%

Results for COc1cc(-c2n[nH]c(=O)o2)cc(OC)c1OC ?
MmCpn inh: 3%; GLP1R inv ag: 20%; aSyn yeast inh: -4%; pAkt inh: inactive; Abeta rescue: 3%; TDP43 rescue: 1%; FUS yeast rescue: -21%; PTHR1 ag: inactive; GLP1R cytotox: 79%[activator]

What do the screens show for `CCOc1ccc(NC(=S)N2CCC(C(=O)c3ccc(OC)cc3)CC2)cc1`?
GLP1R inv ag: inconclusive; aSyn yeast inh: 3%; pAkt inh: inactive; Abeta rescue: 4%; TDP43 rescue: inconclusive; FUS yeast rescue: 28%; PTHR1 ag: -15%; GLP1R cytotox: 3%

How did Cc1ccc(-n2c(SCC(=O)NCCN3C(=O)CSC3=O)nnc2-c2ccccc2)cc1C do in these assays?
MmCpn inh: -1%; GLP1R inv ag: -36%; aSyn yeast inh: -3%; pAkt inh: inactive; Abeta rescue: -5%; TDP43 rescue: -8%; FUS yeast rescue: 7%; PTHR1 ag: inactive; GLP1R cytotox: -17%

What do the screens show for `O=C1CCN(Cc2ccccc2)CCN1CCOc1ccccc1`?
MmCpn inh: 1%; GLP1R inv ag: -27%; aSyn yeast inh: -4%; pAkt inh: inactive; Abeta rescue: 6%; TDP43 rescue: 12%; FUS yeast rescue: -12%; PTHR1 ag: -29%; GLP1R cytotox: 10%

Results for O=C(COc1ccccc1)NNc1nc2ccccc2s1 ?
MmCpn inh: 0%; GLP1R inv ag: inconclusive; aSyn yeast inh: 9%; pAkt inh: inactive; Abeta rescue: 16%; TDP43 rescue: 22%; FUS yeast rescue: -5%; PTHR1 ag: -23%; GLP1R cytotox: -4%

Results for Cc1cc(NC(=O)c2ccccc2Cl)ccc1NC(=O)c1ccccc1Cl ?
MmCpn inh: -1%; GLP1R inv ag: 13%; aSyn yeast inh: -1%; pAkt inh: inactive; Abeta rescue: 4%; TDP43 rescue: 11%; FUS yeast rescue: -18%; PTHR1 ag: -48%[inhibitor]; GLP1R cytotox: 7%

What do the screens show for `O=C(C1CC(=O)N(c2ccc(F)cc2)C1)N1CCN(c2ccc(F)cc2)CC1` (stereo not given)?
MmCpn inh: -4%; GLP1R inv ag: 9%; aSyn yeast inh: 5%; pAkt inh: inactive; Abeta rescue: 11%; TDP43 rescue: 9%; FUS yeast rescue: 20%; PTHR1 ag: -16%; GLP1R cytotox: 6%

How did Nc1nc(N)nc(-c2cccc(Cl)c2)n1 do in these assays?
MmCpn inh: 3%; GLP1R inv ag: 62%[activator]; aSyn yeast inh: 3%; pAkt inh: inactive; Abeta rescue: -11%; TDP43 rescue: 7%; FUS yeast rescue: -20%; PTHR1 ag: inactive; GLP1R cytotox: 6%

Results for O=C(NCCSc1ccccc1)c1ccccc1F ?
GLP1R inv ag: -14%; aSyn yeast inh: 0%; pAkt inh: inactive; Abeta rescue: 6%; TDP43 rescue: 26%; FUS yeast rescue: 14%; PTHR1 ag: -28%; GLP1R cytotox: 8%

What do the screens show for `CON(C)C(=O)CCN(C(=O)OC(C)(C)C)c1ccccc1`?
MmCpn inh: 1%; GLP1R inv ag: 2%; aSyn yeast inh: -8%; pAkt inh: inactive; Abeta rescue: 1%; TDP43 rescue: -21%; FUS yeast rescue: 4%; PTHR1 ag: 2%; GLP1R cytotox: 12%

Results for CN(c1ccccc1C(=O)Nc1ccccc1-c1ccccc1)S(C)(=O)=O ?
MmCpn inh: inconclusive; GLP1R inv ag: 11%; aSyn yeast inh: 2%; pAkt inh: inactive; Abeta rescue: 2%; TDP43 rescue: 27%; FUS yeast rescue: 0%; PTHR1 ag: -22%; GLP1R cytotox: 4%

Screens from PubChem BioAssay.
